Source: PubChem BioAssay
GPR7 antag: blocks human GPR7 receptor signaling; inhibition, % at 4.4 µM; P48145; GPR7-expressing cells, fluorescence antagonist assay; 290,000 tested, 1.1% active; in the data active means inhibition above about 16%, passing the limit was not always enough;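 further: cells stimulated with the agonist NPW; 0% = agonist with vehicle and 100% = vehicle without agonist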
Target sequence (P48145 whole entry, looked up): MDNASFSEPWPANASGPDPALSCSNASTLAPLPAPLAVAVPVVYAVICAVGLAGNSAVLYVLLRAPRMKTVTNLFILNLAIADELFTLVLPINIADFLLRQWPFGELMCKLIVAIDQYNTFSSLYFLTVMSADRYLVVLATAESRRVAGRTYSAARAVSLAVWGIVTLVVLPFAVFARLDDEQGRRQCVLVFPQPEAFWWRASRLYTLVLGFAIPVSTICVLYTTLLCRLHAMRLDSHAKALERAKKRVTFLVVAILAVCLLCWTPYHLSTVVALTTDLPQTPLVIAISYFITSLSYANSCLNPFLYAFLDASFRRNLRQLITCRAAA
MEKK2 mut-MEK5: signal of MEK5 binding to mutant human MEKK2 PB1 domain | bead flow cytometry, Alexa488-MEK5 binding to MEKK2 mutant | percent response, % at 10 µM | 290,000 tested, 0.35% active | AID 1530; in the data active means percent response above about 24%, passing the limit was not always enough; further: inactives centre near 1; some results filed as inactive read as strong as hits
V1R ag counter: V1a receptor agonism, counter-screen for OXTR agonists. CHO-V1R cells, Fluo-8 calcium fluorescence, agonist mode; 0% DMSO, 100% 3 nM vasopressin. P37288. 320,000 tested, 0.25% active. activation, % at 3 µM;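 active means activation above the mean activation of all tested compounds plus 3 SD, per screening run, cut at about 20% in these data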;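 further: signal is peak over basal fluorescence ratio across a 100 second FLIPR read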
GalR3 antag: antagonists of human GalR3. O60755. HEK293 GalR3-CNG cAMP membrane potential fluorescence; galR3 body fused to GalR1 C-terminus. inhibition, % at 3 µM. 360,000 tested, 0.44% active;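 active means inhibition above the screen-wide average plus 3 SD, cut at about 13% in these data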;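 further: forskolin and galanin both at EC90 stimulate the cells; cAMP rise reported by CNG channel membrane potential dye signal; 0% = forskolin plus galanin with DMSO and 100% = forskolin alone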
Target sequence (O60755 1-299 limits assumed): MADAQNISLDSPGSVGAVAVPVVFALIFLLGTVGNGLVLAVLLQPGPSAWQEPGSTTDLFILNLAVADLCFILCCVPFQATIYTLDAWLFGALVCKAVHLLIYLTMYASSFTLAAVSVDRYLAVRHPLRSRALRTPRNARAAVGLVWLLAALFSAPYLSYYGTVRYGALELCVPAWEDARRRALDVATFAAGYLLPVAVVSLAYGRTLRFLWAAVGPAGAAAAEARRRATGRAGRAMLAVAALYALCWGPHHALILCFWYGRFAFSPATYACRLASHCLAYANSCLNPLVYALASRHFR
M18AAP inhibitor: blocks P. falciparum M18 aspartyl aminopeptidase; recombinant PfM18AAP, H-Glu-NHMec fluorogenic cleavage; inhibition, % at 7.35 µM; 290,000 tested, 1.2% active; AID 1822;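 active means inhibition above the campaign mean inhibition over all tested compounds plus 3 SD, cut at about 28% in these data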;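 further: 0% = plate median of test compound wells and 100% = 2 mM ZnCl2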
OXTR agonist: human OXTR agonism. AID 2435. P30559. activation, % at 3 µM. CHO-OTR cells, Fluo-8 calcium fluorescence; normalized: DMSO 0%, oxytocin 100%. 320,000 tested, 0.32% active;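 active means activation above the mean of all tested compounds plus 3 SD, cutoff set per screening run, cut at about 20% in these data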;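 further: peak over basal fluorescence ratio from a 100 s FLIPR kinetic read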
Target sequence (P30559 whole entry, looked up): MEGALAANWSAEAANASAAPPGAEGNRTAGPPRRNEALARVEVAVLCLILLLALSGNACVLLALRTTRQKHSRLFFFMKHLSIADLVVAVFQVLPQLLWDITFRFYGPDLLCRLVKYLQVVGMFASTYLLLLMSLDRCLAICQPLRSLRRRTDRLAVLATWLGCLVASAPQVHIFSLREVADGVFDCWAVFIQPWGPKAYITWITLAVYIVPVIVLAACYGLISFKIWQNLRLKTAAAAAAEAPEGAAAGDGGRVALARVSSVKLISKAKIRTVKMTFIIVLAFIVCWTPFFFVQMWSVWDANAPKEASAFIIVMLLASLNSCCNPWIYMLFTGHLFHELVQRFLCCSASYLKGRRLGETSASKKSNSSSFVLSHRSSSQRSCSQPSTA
OXTR potentiate: human OXTR potentiation; P30559; CHO-OTR cells, Fluo-8 calcium fluorescence, potentiator mode; 0% = oxytocin EC15, 100% = EC100; activation, % at 3 µM; 320,000 tested, 0.061% active; AID 2445;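 active means activation above that plate's cutoff, the mean activation of tested compounds plus 3 SD, cut at about 6.6% in these data, passing the limit was not always enough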;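 further: 100% uses oxytocin at 75 nM as the full agonist control; some results filed as inactive read as strong as hits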
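Assay system: CHO cell line stably expressing human OTR. Reagent: EC15 oxytocin agonist. Dosing: single dose, 3.0 µM nominal final compound concentration. Timing: compound 6 min at room temperature before oxytocin, 100 s read. Signal: kinetic Fluo-8 calcium fluorescence. Controls: oxytocin EC15 low and EC100 high.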
NALP1 yeast inh: inhibitors of NALP1 inflammasome in yeast; S. cerevisiae NALP1/ASC/caspase-1 growth, X-gal OD620, 72 h; inhibition, % at 10 µM; 280,000 tested, 0.61% active; AID 2071; in the data active means inhibition mostly above about 24%, no sharp cut-off; inactive means mostly below about 32%; further: some compounds called inactive have numbers as strong as hits
MEKK2wt PB1 HTS: raises or lowers MEK5 binding to wildtype human MEKK2 PB1 domain | Q9Y2U5 | bead flow cytometry, Alexa488-MEK5 binding to MEKK2 WT; actives lie on both sides | binding response (% of control), % at 10 µM | 290,000 tested, 1.1% active | AID 1531; in the data active means binding response below about 67% or above about 130%
Numbers without * were called inactive; . = no result given; & = joins results of further samples.

Start of the data: the first 5 entries (preview)
SMILES	GPR7 antag	MEKK2 mut-MEK5	V1R ag counter	GalR3 antag	M18AAP inhibitor	OXTR agonist	OXTR potentiate	NALP1 yeast inh	MEKK2wt PB1 HTS
COc1cc(-c2cc(C(=O)Nc3ccncc3)c3ccccc3n2)cc(OC)c1OC	.	.	1.5	-0.5	.	1.5	-4.1	.	.
CC(C(=O)NCc1cccs1)n1cccc1 (stereo unspecified)	4.1	-4.0	-0.5	-3.6	-1.1	0.0	-7.6	-7.8	99.0
CCC(OC(=O)CNS(=O)(=O)c1ccccc1)C(=O)c1ccccc1 (stereo unspecified)	7.1	1.0	1.7	-7.1	4.8	-0.5	-6.9	10.8	105.0
CCOC(=O)C1CCCN(S(=O)(=O)c2cnc(Cl)c(Br)c2)C1 (stereo unspecified)	8.2	0.0	-0.8	-0.6	6.2	-2.0	-8.6	13.9	99.0
O=C(CCC(=O)N1CCSc2ccccc21)Nc1cccc(F)c1	-1.4	-6.0	2.6	.	7.2	0.5	-9.7	0.0	92.0

The listing, previewed entries included:
SMILES	GPR7 antag	MEKK2 mut-MEK5	V1R ag counter	GalR3 antag	M18AAP inhibitor	OXTR agonist	OXTR potentiate	NALP1 yeast inh	MEKK2wt PB1 HTS
COc1cc(-c2cc(C(=O)Nc3ccncc3)c3ccccc3n2)cc(OC)c1OC	.	.	1.5	-0.5	.	1.5	-4.1	.	.
CC(C(=O)NCc1cccs1)n1cccc1 (stereo unspecified)	4.1	-4.0	-0.5	-3.6	-1.1	0.0	-7.6	-7.8	99.0
CCC(OC(=O)CNS(=O)(=O)c1ccccc1)C(=O)c1ccccc1 (stereo unspecified)	7.1	1.0	1.7	-7.1	4.8	-0.5	-6.9	10.8	105.0
CCOC(=O)C1CCCN(S(=O)(=O)c2cnc(Cl)c(Br)c2)C1 (stereo unspecified)	8.2	0.0	-0.8	-0.6	6.2	-2.0	-8.6	13.9	99.0
O=C(CCC(=O)N1CCSc2ccccc21)Nc1cccc(F)c1	-1.4	-6.0	2.6	.	7.2	0.5	-9.7	0.0	92.0
Cc1cc(C)c2c(-n3cccc3)nn(CC#N)c2n1	-7.7	-3.0	-1.8	-3.7	1.5	-1.7	5.8	3.8	97.0
CO/N=C(\c1ccccc1)c1cccnc1	-3.8	4.0	0.5	-6.4	-0.3	0.4	2.5	-5.3	108.0
CCCOc1ccc(-c2c(C(=O)N/N=C/c3cccnc3)nnn2-c2nonc2N)cc1	2.9	12.0	5.2	-11.0	3.5	0.9	2.8	2.8	102.0
CN(C)CCNC(=S)Nc1ccc(Cl)cc1Cl	-2.7	-2.0	0.5	-3.9	-5.0	0.9	-8.2	31.8	96.0
CC(=O)Nc1ccc(S(=O)(=O)N2CCN(S(=O)(=O)N3CCOCC3)CC2)cc1	3.5	-7.0	-0.3	-9.3	-0.1	0.8	-11.9	10.5	98.0

4 structures already listed, sorted by count of non-hydrogen atoms, descending.
SMILES	GPR7 antag	MEKK2 mut-MEK5	V1R ag counter	GalR3 antag	M18AAP inhibitor	OXTR agonist	OXTR potentiate	NALP1 yeast inh	MEKK2wt PB1 HTS
CC(=O)Nc1ccc(S(=O)(=O)N2CCN(S(=O)(=O)N3CCOCC3)CC2)cc1	3.5	-7.0	-0.3	-9.3	-0.1	0.8	-11.9	10.5	98.0
Cc1cc(C)c2c(-n3cccc3)nn(CC#N)c2n1	-7.7	-3.0	-1.8	-3.7	1.5	-1.7	5.8	3.8	97.0
CN(C)CCNC(=S)Nc1ccc(Cl)cc1Cl	-2.7	-2.0	0.5	-3.9	-5.0	0.9	-8.2	31.8	96.0
CC(C(=O)NCc1cccs1)n1cccc1 (stereo unspecified)	4.1	-4.0	-0.5	-3.6	-1.1	0.0	-7.6	-7.8	99.0

Additional results.
SMILES	GPR7 antag	MEKK2 mut-MEK5	V1R ag counter	GalR3 antag	M18AAP inhibitor	OXTR agonist	OXTR potentiate	NALP1 yeast inh	MEKK2wt PB1 HTS
CC(/C=N\NC(=O)c1ccc2c(c1)OCO2)c1ccccc1 (stereo unspecified)	4.3	7.0	0.5	-1.0	5.9	-0.1	0.5	24.4	103.0
COc1ccc(C(CNC(=O)c2cccc(NC(=O)c3cccs3)c2)N2CCCC2)cc1 (stereo unspecified)	.	.	1.9	-5.1	.	1.4	-7.9	.	.
COc1ccc(C(CNC(=O)Cc2ccccc2)N2CCCCC2)cc1 (stereo unspecified)	-11.6	2.0	0.0	-9.6	2.6	-1.1	-9.1	4.7	99.0
CCOc1ccc(NC(=O)CN2C(=O)NC3(CCCCCC3)C2=O)cc1	.	.	4.8	-3.0	.	-0.8	1.0	.	.
Nc1nnc(-c2cccc(Cl)c2Cl)c(N)n1	-6.2&-4.2	-1.0&2.0	1.2	.	-0.5&12.6	0.3	-5.4	23.8&5.9	106.0&103.0
C/C=C/C=C/C(=O)Nc1nccs1	5.4	1.0	0.0	-6.5	3.8	0.6	2.4	10.3	102.0
CCOC(=O)C1=C(C)NC(C)=C(C(=O)OCC)C1C(=O)OCC(=O)N1CCc2ccccc2C1	-1.1	-3.0	0.2	-5.0	-9.4	-1.8	-10.6	2.9	88.0
O=C1c2ccccc2-c2cccc(C(=O)N3CCCCCC3)c21	-6.4	-1.0	0.1	-1.7	0.0	-1.6	-1.5	37.3	96.0
O=C(NCC1CCCN1S(=O)(=O)c1cccs1)C(=O)Nc1cccc(F)c1 (stereo unspecified)	.	.	1.1	-5.3	.	2.1	-11.1	.	.
O=C(N/N=C/c1ccco1)c1cc(-c2ccc(Cl)cc2)n[nH]1	-3.5	1.0	-0.9	5.0	9.2	0.4	-5.0	.	98.0
COc1ccc(C2c3cc(OC)c(OC)cc3CCN2C(=O)c2ccccc2Br)cc1OC (stereo unspecified)	4.0	3.0	1.6	-9.1	3.6	1.4	-2.5	5.0	100.0
CCCCc1cc(=O)oc2cc(C)cc(OCC(=O)NCC3CCC(C(=O)O)CC3)c12 (stereo unspecified)	-1.3	1.0	0.1	-1.8	-1.8	0.6	-0.3	20.4	99.0
COc1cccc(C(=O)COc2ccc3c(C)c(Cc4ccccc4)c(=O)oc3c2)c1	-11.1	-3.0	0.7	2.1	-2.1	0.4	-6.4	32.3	89.0
Cc1cccc(OCCCC(=O)Nc2ccc(S(N)(=O)=O)cc2)c1C	-8.9	-1.0	2.1	-5.2	11.4	0.9	-5.5	26.4	100.0
Cc1[nH]c2ccccc2c1/C=N/NC(=O)c1cccc([N+](=O)[O-])c1	2.9	-13.0	1.4	4.2	-6.2	0.5	-4.1	14.9	65.0
Cc1onc(-c2ccccc2)c1C(=O)/C=C/N(C)C	-5.1	8.0	0.3	-1.9	-2.4	-0.3	-5.5	-4.7	99.0
Cc1nnc(Nc2ccc(C(=O)O)cc2)[nH]c1=O	-8.1	1.0	1.1	-0.6	-0.7	-0.5	3.3	5.4	101.0
CCOc1ccc(-n2c(=O)c3sccc3n(CC(=O)Nc3cccc(OC)c3)c2=O)cc1	2.9	-20.0	1.1	-3.6	-9.2	0.5	-2.3	18.3	66.0
Cc1ccc(/C=N/NC(=O)c2nnn(-c3nonc3N)c2CN(C)C)s1	-23.0	2.0	0.2	-4.7	5.9	0.0	5.0	10.9	101.0
CC(C)(O)/C=C/C(=O)[C@](C)(O)C1[C@H](O)C[C@@]2(C)C3CC=C4C(C=C(O[C@@H]5O[C@H](CO)[C@@H](O)[C@H](O)[C@H]5O)C(=O)C4(C)C)[C@]3(C)C(=O)C[C@]12C (stereo partly specified)	.	.	0.8	8.0	.	0.7	-0.2	.	.
COc1ccc(OS(=O)(=O)Cc2ccccc2)cc1	-3.0	2.0	0.0	-3.8	-7.3	-2.3	-5.6	14.4	100.0
Cc1cc(-c2cc(C(=O)Nc3ccccc3)on2)nc(NCC2CC2)n1	.	3.0	-0.8	5.3	.	-1.8	-0.2	.	107.0
COC(C/C=C/[C@H](O)[C@H](C)OCc1ccccc1)OC	.	-5.0	-0.1	-3.6	.	3.4	-1.1	.	97.0
CC(C)c1ccc(S(=O)(=O)N2CCN(C(=O)C3CC3C)CC2)cc1 (stereo unspecified)	.	.	0.7	-6.6	.	0.1	-4.1	.	.
CCOC(=O)/C(=C\c1cn(C)c2ccccc12)[N+](=O)[O-]	-5.9	2.0	0.0	-3.3	-1.5	-1.2	5.4	.	104.0
CCc1nnc(NC(=O)NCN2C(=O)C3C4C=CC(C4)C3C2=O)s1 (stereo unspecified)	-13.6	8.0	5.3	0.0	3.3	0.8	-11.1	10.6	103.0
Cc1ccccc1NS(=O)(=O)c1ccc2[nH]c(=O)[nH]c2c1	-1.6	0.0	0.5	-0.8	-0.1	1.2	2.7	-12.8	103.0
COc1ccc(S(=O)(=O)Nc2cccnc2)cc1	-5.2	9.0	-0.9	-5.9	4.5	-0.4	-1.5	.	100.0
CCCCNC(=O)C(c1ccc(OCC(=O)OC)c(C(=O)OC)c1)N(CCOC)C(=O)CCCCCN1C(=O)NC(c2ccc(-c3ccccc3)cc2)C(C(=O)OCc2ccccc2)=C1C (stereo unspecified)	.	-15.0	2.9	-7.5	.	3.6	-7.8	.	87.0
CCOC(=O)C(=O)C1=C(N2CCOCC2)/C(=C\c2ccc(F)cc2)CC1	-10.5	-2.0	-0.2	-4.8	10.4	-1.2	-8.4	71.2	96.0
CCn1cc(C(=O)NCCCN2CC(C)CC(C)C2)c2cc(OC)c(OC)cc2c1=O (stereo unspecified)	17.4	6.0	0.1	-2.2	6.4	-0.5	-7.5	11.8	116.0
CCC(C)(C)c1nnc(NC(=O)C2CC(=O)N(CCc3ccc(F)cc3)C2)s1 (stereo unspecified)	-4.3	8.0	2.8	-7.3	10.8	2.7	-6.1	-3.6	92.0
Cc1cc(O)c(C2=Nc3ccccc3SC(c3ccc(Cl)cc3)C2)c(=O)o1 (stereo unspecified)	-4.3	5.0	-0.7	3.2	17.9	1.0	1.9	16.5	102.0
O=C(CC1C(=O)NCCN1C(=O)c1ccc([N+](=O)[O-])cc1)Nc1ccc(F)cc1 (stereo unspecified)	1.1	-5.0	2.2	-5.2	0.2	1.7	-12.1	5.4	97.0
CCCNC(=O)NC(=O)CSc1nc2cc(C(=O)OC)ccc2c(=O)n1-c1ccccc1	6.3	0.0	0.2	5.3	-5.2	-1.0	-8.1	0.4	101.0
CC(C)Cn1c(CCC(=O)O)ccc1-c1cccs1	-0.9	-1.0	0.5	-2.2	0.9	0.2	0.7	-33.0	94.0
CCOc1ccc(C)cc1-n1nc2ccccc2n1	-3.1	0.0	-1.9	-5.0	2.6	-2.1	-17.5	-1.7	100.0
Cn1c(=O)c(Oc2ccc(Cl)cc2)c(O)c2ccccc21	-8.6	1.0	0.9	-4.1	2.6	-1.9	-12.5	9.2	99.0
